High-throughput results (PubChem BioAssay)
ST2 IL33 inh: inhibitors of human ST2 (IL1RL1) binding to IL-33, primary screen, biochemical, AlphaLISA; Interleukin-1 receptor-like 1 (Homo sapiens), Q01638; AlphaLISA ST2-Fc/biotin-IL-33 interaction, 1 h; inhibition, % for hits at 17 µM; 78,000 compounds, 2.3% hits; in the data active = inhibition above about 30%; inconclusive = mostly about 10% to 28%
Target sequence (Q01638 whole entry, looked up): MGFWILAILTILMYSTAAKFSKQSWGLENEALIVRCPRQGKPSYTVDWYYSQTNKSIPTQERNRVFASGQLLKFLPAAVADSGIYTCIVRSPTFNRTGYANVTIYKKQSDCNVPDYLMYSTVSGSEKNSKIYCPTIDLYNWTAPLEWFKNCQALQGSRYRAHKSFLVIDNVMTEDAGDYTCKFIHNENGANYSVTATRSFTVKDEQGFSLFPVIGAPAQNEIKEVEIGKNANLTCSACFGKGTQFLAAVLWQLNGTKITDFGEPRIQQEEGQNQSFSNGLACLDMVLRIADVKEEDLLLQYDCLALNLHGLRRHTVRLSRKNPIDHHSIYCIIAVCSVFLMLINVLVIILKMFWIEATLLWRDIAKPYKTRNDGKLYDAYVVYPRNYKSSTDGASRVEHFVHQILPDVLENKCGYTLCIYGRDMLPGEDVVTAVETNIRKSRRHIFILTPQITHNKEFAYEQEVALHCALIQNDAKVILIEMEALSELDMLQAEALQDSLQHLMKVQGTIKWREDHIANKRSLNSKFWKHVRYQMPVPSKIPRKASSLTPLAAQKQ
* hit, by the source's call; i = inactive; ? = inconclusive. This is a subset. The share of hits here may be higher or lower than overall.

| structure | ST2 IL33 inh |
| --- | --- |
| Cn1nc(C(=O)NCc2ccc(F)cc2)c2c1CCC(NC1CCN(Cc3ccccc3)CC1)C2 (centres undefined) | i |
| CCN(CCCNC(=O)c1cccn1-c1nnc(N2CCCCC2)s1)Cc1ccccc1 | i |
| Cc1nccnc1N1CCC(N2CCCC(C(=O)NCc3ccccn3)C2)CC1 (centres undefined) | ? |
| CC(=O)N1c2c(cc(Br)cc2S(=O)(=O)N2CCC(C)CC2)CC1C (centres undefined) | i |
| Cc1sc2ncnc(N3Cc4cnc(CC(C)C)nc4C3)c2c1C | ? |
| COc1ccc(NS(=O)(=O)c2c(C)n[nH]c2C)cc1 | i |
| COc1ccc(N2C(=O)C3CCCN3C2c2ccc(Cl)c(Cl)c2)cc1 (centres undefined) | i |
| CN1C(=O)c2ccccc2Sc2ccc(C(=O)NCCCN3CCOCC3)cc21 | i |
| CCCn1c(CCCNC(=O)CC)nc2ccccc21 | ? |
| N#C/C(=C\c1ccc(-c2ccc3c(c2)C(=O)NC3=O)o1)c1nc2ncc(Br)cc2[nH]1 | 33.0%* |
| CCCCN(C)CCNS(=O)(=O)c1cc(Br)cc2c1N(C(=O)CC)CC2 | i |
| CS(=O)(=O)NC[C@H]1O[C@@H](CC(=O)NCc2ccc(F)cc2)[C@H](O)[C@@H]1O | i |
| CSc1cccc(NC(=O)CN2N=NC3C(=O)N(c4ccc(Cl)cc4)C(=O)C32)c1 (centres undefined) | i |
| COc1cccc(NC(=O)NC[C@H]2O[C@@H](CO)[C@@H](O)[C@H]2N(C)CCN(C)C)c1 | i |
| O=C(c1ccc(F)cc1)c1c[nH]c2c(F)cccc2c1=O | ? |
| CCO[C@H]1COC[C@@H]1NC1CCN(C(=O)c2ccccc2)CC1 | i |

3 entries from above, with each value named:
CCCn1c(CCCNC(=O)CC)nc2ccccc21
- ST2 IL33 inh: ?

N#C/C(=C\c1ccc(-c2ccc3c(c2)C(=O)NC3=O)o1)c1nc2ncc(Br)cc2[nH]1
- ST2 IL33 inh: 33.0%*

CCCCN(C)CCNS(=O)(=O)c1cc(Br)cc2c1N(C(=O)CC)CC2
- ST2 IL33 inh: i

Other records
| structure | ST2 IL33 inh |
| --- | --- |
| C=CCOc1ccc2c3c(c(=O)oc2c1C)CCC3 | i |
| COc1ccc2nc3sc(C(=O)Nc4ccc(F)cc4F)cc3cc2c1 | i |
| COc1ccc(Cl)cc1C(=O)Nc1ccc(C)c(-c2nc3ncccc3o2)c1 | 35.0%* |
| CCC1C=C(c2ccc([N+](=O)[O-])cc2)OC(N2CCCCC2)C1C (centres undefined) | ? |
| CCCN(Cc1cc(OC)c(OC)cc1[N+](=O)[O-])CC1CC1 | ? |
| O=C(Cn1cnc2c(cnn2-c2ccccc2)c1=O)Nc1cccc(Cl)c1 | i |
| Cc1ccc(OCCN(C)C(=O)c2ccc(Cn3nnnc3C)cc2)c(C)c1 | i |
| Cc1ccc2nc(SCCN3CCOCC3)[nH]c2c1 | ? |
| COc1cc(CN2CCN(C/C=C/c3ccccc3)CC2)c([N+](=O)[O-])cc1OC | ? |
| c1cc2c(cc1-c1ccc3[nH]ncc3c1)OCCO2 | i |
| Cc1nc2cccnc2n1C1CCN(C(=O)Nc2ccccc2Cl)CC1 | i |
| CCCCC1C(=O)N(C)CCN1Cc1ccc(O)c(O)c1 (centres undefined) | ? |
| Cc1ccc(-n2ncc3c(NCCCN4CCCC4=O)ncnc32)c(C)c1 | i |
| COC(=O)c1cc2n(n1)CCN(C(=O)c1nn3cc(C)cnc3c1Cl)C2 | ? |
| FC(F)(F)c1cc(-c2ccco2)nc(NCc2ccco2)n1 | i |
| CC(=O)N1c2c(cc(Br)cc2S(=O)(=O)NCc2ccc3c(c2)OCO3)CC1C (centres undefined) | i |
| CCOC(=O)c1c(C)oc2cc(Br)c(OC(C)C(=O)OC)cc12 (centres undefined) | i |
| Cc1ccsc1[C@@H]1CCN(C(=O)c2cccc(=O)[nH]2)C[C@H]1O | i |
| CCOc1ccc(NC(=O)CN2CCN(Cc3ccccc3C)S2(=O)=O)cc1 | i |
| O=C(O)CCC(=O)N[C@H]1CCN2C(=O)c3ccc(Cl)cc3NC(=O)[C@H]12 | i |
| N#Cc1nc(COc2ccccc2Cl)oc1N1CCCCC1 | 65.0%* |
| Cc1nnc(SCCn2c(N3CCCC(C)C3)nc3c2c(=O)[nH]c(=O)n3C)s1 (centres undefined) | i |
| CC1CCN(c2nc3c(c(=O)n(C)c(=O)n3C)n2CCSc2ncccn2)CC1 | i |
| O=C(NCCCN1CCOCC1)c1ccc2c(c1)N(Cc1ccccc1)C(=O)CS2 | i |
| Cc1cc(N2CCCCC2)nc2ccc(NC(=O)CCC(=O)N3CC(C)CC(C)C3)cc12 (centres undefined) | ? |
| O=C(CSc1nc2c(c(=O)n1-c1ccc(F)cc1)SCC2)c1ccccc1 | ? |
| O=C1Nc2ccccc2N(O)N1c1ccc(Br)cc1F | ? |
| CCC(=O)Nc1ccccc1NC(=O)CC | i |
| O=c1[nH]c2ccc(S(=O)(=O)N3CCN(c4ccccc4)CC3)cc2o1 | i |
| COC(=O)C1=CC(O)C(O)C(O)C1 (centres undefined) | i |
| c1ccc(COC2CCCN(Cc3ccncc3)C2)nc1 (centres undefined) | ? |
| CC(C)NS(=O)(=O)c1cc(NC2CCCCC2)cc(C(=O)NC2Cc3ccccc3C2)c1 | 30.0%* |
| CSCCOC(=O)C1=C(C)NC(=O)NC1c1cc2c(cc1Br)OCO2 (centres undefined) | i |
| CCN(CC)S(=O)(=O)c1ccc2oc(C(=O)NC3CC3)c(C)c2c1 | i |
| O=C(O)c1ccc2c(c1)N(Cc1ccc(F)cc1)C(=O)c1ccccc1S2 | i |
| Cc1cccc(C(=O)N2CCC(C(Cc3ccccc3)N(C)C(=O)c3ccsc3)CC2)c1C (centres undefined) | i |
| COc1ccc(-c2nc(SCC(N)=O)c3c(=O)n(C)c(=O)n(C)c3n2)cc1 | ? |
| Cc1nn(-c2ccccc2)c2c1C(c1cccnc1)C(C#N)=C(N)O2 (centres undefined) | i |
| CCN1CCN(CC(=O)N2CCCc3c2c(=O)oc2ccc(O)cc32)CC1 | ? |
| CN1[C@@H](CCC(=O)N2CCN(c3ccccc3)CC2)CNC(=O)[C@@H]2[C@H]1CCN2Cc1ccc(CO)o1 | i |
| COc1ccc(N2CSC3=C(C#N)C(c4cc(OC)ccc4OC)CC(=O)N3C2)cc1 (centres undefined) | i |
| COC(=O)C1=CO[C@@H](O[C@@H]2O[C@H](CO)[C@@H](O)[C@H](O)[C@H]2O)/C(=C\CO)[C@@H]1CC(=O)OCCc1ccc(O)cc1 | ? |
| CCS(=O)(=O)c1c(S(=O)(=O)CC)c2ccc(C(N)=O)cn2c1C(=O)OC | ? |
| O=C(NCC1CCCO1)C1CCN(c2ccc(-c3cccs3)nn2)CC1 (centres undefined) | i |
| Nc1nc(SCc2ccc([N+](=O)[O-])cc2)c2ncn([C@@H]3O[C@H](CO)[C@@H](O)[C@H]3O)c2n1 | i |
| CCN1CCN(CC(O)COc2ccc(C3CCCCC3)cc2)CC1 (centres undefined) | ? |
| Cc1ccc(/C=C2\C(=O)Nc3ccc(Br)cc32)cc1 | ? |
| Cc1ccc(CCn2cc(C3CC=CCC3)nn2)cc1C (centres undefined) | i |
| COc1ccc(-c2noc(CN3CCC(c4nc5ccccc5o4)CC3)n2)cc1 | i |
| COc1ccccc1N1CCN(c2nc(-c3ccccc3O)nc3ccccc23)CC1 | ? |
| CCc1ccc(NC(=O)c2cc3ccccc3o2)cc1 | i |
| CC[C@H]1CN(C(=O)NC(C)C)CC[C@H]1CC(=O)Nc1ccccc1 | i |
| CCn1c(C(C)NC(=O)C(C)(C)C)nc2ccccc21 (centres undefined) | i |
| O=C(Nc1ccc2c(c1)OCO2)c1cc(-c2ccc3c(c2)OCO3)on1 | i |
| CC1CCCCN1C(=O)c1cc(-c2ccc3c(c2)OCO3)on1 (centres undefined) | i |
| Cn1c2ccccc2c2nnc(SCC(=O)Nc3ccc(Cl)cn3)nc21 | i |

(further entries)
| structure | ST2 IL33 inh |
| --- | --- |
| C/C=C/c1cnc(-c2cccnc2)nc1C1CCN(C(=O)c2ccc(Cl)cc2)CC1 | ? |
| Cc1cc(C)nc(N=C(N)Nc2ccccc2Cl)n1 | i |
| CC(C)NC(=O)N1CCN(S(=O)(=O)c2ccccc2)[C@@H](C(=O)N[C@H](Cc2c[nH]c3ccccc23)C(N)=O)C1 | ? |
| O=C(O)c1ccc(NS(=O)(=O)c2cccc(C(=O)Nc3ccccc3)c2)cc1 | i |
| Cn1c2c(c(=O)n(C)c1=O)C(c1cccc(F)c1)C1=C(N2)c2ccccc2C1=O (centres undefined) | i |
| CCN(CC)C(=O)[C@@H]1C[C@H](N)CN1C(=O)c1c(C)n(C)c2ccc(O)cc12 | ? |
| O=C1CC(c2ccc(O[C@@H]3O[C@H](CO)[C@@H](O)[C@H](O)[C@H]3O)cc2)Oc2cc(O)ccc21 (some centres undefined) | i |
| COc1ncc(C(=O)N2CCCN(Cc3cccs3)CC2)cn1 | ? |
| CC(=O)c1sc2nc(-c3ccc(C)cc3)c(C)cc2c1N | ? |
| COc1ccc(C2=NN(S(=O)(=O)c3ccccc3)C(c3ccccc3F)C2)cc1OC (centres undefined) | ? |
| COc1ccc(Cl)cc1/C=C1\C(=O)Nc2ccc(Br)cc21 | 35.0%* |
| Cc1ccc2c(c1)N(C(C)C(=O)NCc1ccccn1)C(=O)CO2 (centres undefined) | i |
| N#Cc1cc(Sc2nc3ccccc3o2)c([N+](=O)[O-])cc1C#N | i |
| CCOc1ccccc1C1C(C(=O)OCCOC)=C(C)NC2=C1C(=O)CC(C)(C)C2 (centres undefined) | i |
| CC(=O)Nc1sc2c(c1C#N)CCC2 | i |
| CCNC(=O)c1cc2c(=O)n3ccccc3nc2n(CCCOCC)c1=N | i |
| Cc1cc(Nc2ccccc2)nc(Nc2ccc(NC(=O)CC(C)C)cc2)n1 | ? |
| c1ccc(OCCCCN2CCCC2)cc1 | ? |
| CCOc1ccc(OCC)c(C2C(C#N)=C(N)Oc3[nH]c(=O)[nH]c(=O)c32)c1 (centres undefined) | ? |
| Cc1ccsc1CN(C)C(=O)c1cnn2ccn(C)c12 | i |
| Cc1c(C(=O)N2CCN(C)CC2)oc2ccc(S(=O)(=O)N3CCOCC3)cc12 | i |
| CC(C)NC(=O)CNC(=O)C1(c2ccccc2F)CC1 | i |
| CC1CC(NC(=O)c2cc3c(=O)n4ccccc4nc3n2C)CC(C)(C)C1 (centres undefined) | i |
| c1ccc(Oc2ccc(CN3CCCCC3)o2)cc1 | ? |
| CCN(C)c1ccc(/C=C2/C(=O)NN(c3cccc(Br)c3)C2=O)cc1 | 39.0%* |
| O=c1oc2c(Br)c(O)c(Br)cc2s1 | ? |
| COc1ccc(C2=NN(CCc3ccccn3)C(=O)C2)cc1 | i |
| O=C(O)c1ccc(C2CCN(C(=O)C3CCOCC3)C2)cc1 (centres undefined) | ? |
| CCCN(CC#Cc1ccccc1)c1nc(C)nc2oc(C)nc12 | i |
| O=C(CSc1c[nH]c2ccccc12)Nc1nc2ccccc2s1 | i |
| CC(=O)c1cccc(NC(=O)CN2CCCN(Cc3ccccc3)S2(=O)=O)c1 | i |
| CN1[C@@H](CCC(=O)NCc2ccccc2)CNC(=O)[C@@H]2[C@H]1CCN2Cc1cccc(Cl)c1 | i |
| CCOC(=O)C1Nc2c(ccc(C(=O)O)c2C)C2C=CCC12 (centres undefined) | i |
| Cc1ccccc1-c1noc(CNCc2cncn2CC(C)C)n1 | ? |
| Cc1ccc2c(c1Br)C(=O)C(=O)N2 | i |
| Cc1ccc(C23CC4C[C@@H](CC(C(=O)NC(C)(C)CO)(C4)C2)C3)cc1 | i |
| O=C(c1ccco1)N1CCN(S(=O)(=O)c2cccc3cccnc23)CC1 | i |
| N#C/C(=C\c1ccc(OCc2c(F)cccc2Cl)cc1)c1nn(CCO)c(N)c1C#N | ? |
| CCN1CCC(NC2c3ccccc3-c3ccccc32)CC1 | i |
| COC(=O)[C@H](O)[C@H]1C(C)(C)[C@H](OC(C)=O)[C@@]2(O)C(=O)[C@]1(C)C1CC[C@]3(C)C(CC(=O)O[C@H]3c3ccoc3)[C@]13O[C@@H]32 (some centres undefined) | ? |
| Brc1c(CSc2nncn2-c2ccccc2)nc2ncccn12 | ? |
| COc1ccc(N2CCN(C(=O)CCS(=O)(=O)c3cccc4nonc34)CC2)cc1 | i |
| O=C(Nc1cccc(N2C(=O)CCC2=O)c1)c1ccccc1 | i |
| Cc1c(C(=O)NCc2ccccn2)oc2ccc(S(=O)(=O)N3CCC(C)CC3)cc12 | i |
| Cc1cc([O-])c2n(cn[n+]2Cc2ccccc2)n1 | i |
| Clc1ccc(SCCc2nc3ccccc3o2)cc1 | ? |
| Cc1ccc(N=Cc2cc3c(cc2[N+](=O)[O-])OCO3)cc1I | ? |
| O=C(CCS(=O)(=O)c1ccc(Br)s1)NCCc1ccc(Cl)cc1 | i |

Fetched by compound from the list above, 6 records:
| structure | ST2 IL33 inh |
| --- | --- |
| Cc1cc([O-])c2n(cn[n+]2Cc2ccccc2)n1 | i |
| O=C(CCS(=O)(=O)c1ccc(Br)s1)NCCc1ccc(Cl)cc1 | i |
| O=C(Nc1cccc(N2C(=O)CCC2=O)c1)c1ccccc1 | i |
| Brc1c(CSc2nncn2-c2ccccc2)nc2ncccn12 | ? |
| COc1ccc(N2CCN(C(=O)CCS(=O)(=O)c3cccc4nonc34)CC2)cc1 | i |
| Cc1c(C(=O)NCc2ccccn2)oc2ccc(S(=O)(=O)N3CCC(C)CC3)cc12 | i |

(listing goes on)
| structure | ST2 IL33 inh |
| --- | --- |
| COc1ccc(C2C(C(C)=O)=C(C)Nc3ncnn32)cc1 (centres undefined) | i |
| O=C(Nc1cccc(F)c1)C1c2ccccc2Oc2ccccc21 | i |
| CC(=O)c1cc(C2CC(=O)Nc3c2c(C)nn3Cc2ccccc2)cs1 (centres undefined) | i |
| CCOC(=O)CNC(=O)N1CCCC(C(=O)c2cccc(C(F)(F)F)c2)C1 (centres undefined) | i |
